Screens from PubChem.
Yeast growth inh: yeast BB579 growth reduction in restrictive medium. S. cerevisiae BB579 growth, OD615, 48 h. AID 804. hit rate 0.51% among 140,000. inhibition, % at 10 µM;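 active = inhibition above a set limit, 3 SD over the mean compound inhibition, cut at about 44% in these data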; also: inactives centre near -24
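Material: Saccharomyces cerevisiae DeaD strain BB579, replicative lifespan model yeast; buffer or medium: CSMM-D restrictive synthetic medium containing dextrose (glucose); compound: 10 µM single dose, DMSO 0.25%; timing: 48 h compound exposure at 30 °C after 4 h preincubation; signal: turbidity as optical density at 615 nm; benchmarks: positive control amphotericin B 10 µg/mL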
Phagocyt inh: macrophage phagocytosis inhibition; J774A.1 macrophage IgG-bead phagocytosis, imaging; inhibition, % at 5 µM; hit rate 0.07% among 110,000;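 active = inhibition above the mean of the plate negative controls plus 5 SD, cut at about 13% in these data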;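 also: phagocytic index as fraction of beads internalized from green versus red external bead signal; plate controls were DMSO negative control for no effect and cytochalasin-D positive control for full effect; some results beyond the cut were filed as inactive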
Measles CPE: protection of cells from measles virus | Measles virus-infected cells, CPE protection, absorbance | protection (pct of control), % at 4 µM | hit rate 1.5% among 140,000 | AID 841; in the data active = protection mostly above about 24%, no sharp cut-off; inactive = mostly below about 26%; also: some compounds called inactive have numbers as strong as hits
Yeast lifespan up: yeast lifespan extension. hit rate 0.68% among 130,000. inhibition of the nicotinamide effect, % at 10 µM. S. cerevisiae growth with nicotinamide, OD615; deaD strain in restrictive glucose medium;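 active = inhibition above a set limit, placed 3 SD over the median of all compounds, cut at about 26% in these data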;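 also: 0% = nicotinamide-treated wells and 100% = cells grown without nicotinamide; some compounds called inactive have numbers as strong as hits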
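System: Modified budding yeast, DeaD strain | Buffer or medium: Restrictive glucose medium | Also added: 1.5 mM nicotinamide | Doses: 10 µM single point, 0.25% DMSO | Schedule: 48 h compound exposure at 30 °C, humidified | Detection: Absorbance at 615 nm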
PTEN del growth: growth suppressors of cells with PTEN tumor suppressor deletion; HCT116 PTEN-null viability, CellTiter-Glo, 60 h; stronger effect = lower value; viability, % at 10 µM; hit rate 1.2% among 140,000; AID 827;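 active = viability at or below a set limit, 4 SD under the median of all tested compounds, cut at about 3.7% in these data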;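 also: PTEN knockout HCT116 line with beta catenin targeted HCT116 as companion control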
E-sel TNF inh: TNF alpha driven E-selectin expression inhibition; hit rate 0.71% among 120,000; inhibition, % at 2 µM; HUVEC TNFa-induced E-selectin immunofluorescence, high content; AID 1246;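 active = inhibition above the batch mean plus 3 SD, and confirmed as a hit on visual image review, cut at about 43% in these data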;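 also: 0% = TNF-stimulated DMSO wells and 100% = unstimulated control wells; not every result past the cut was called active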
NPY Y2 blocker: blocks the human neuropeptide Y Y2 receptor; P49146; NPY-Y2 expressing cells, antagonist mode; inhibition, % at 2.7 µM; hit rate 0.99% among 140,000; AID 793; in the data active = inhibition above about 17%;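 also: 0% = vehicle with agonist challenge and 100% = reference antagonist with challenge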
Target sequence (P49146 whole entry, looked up): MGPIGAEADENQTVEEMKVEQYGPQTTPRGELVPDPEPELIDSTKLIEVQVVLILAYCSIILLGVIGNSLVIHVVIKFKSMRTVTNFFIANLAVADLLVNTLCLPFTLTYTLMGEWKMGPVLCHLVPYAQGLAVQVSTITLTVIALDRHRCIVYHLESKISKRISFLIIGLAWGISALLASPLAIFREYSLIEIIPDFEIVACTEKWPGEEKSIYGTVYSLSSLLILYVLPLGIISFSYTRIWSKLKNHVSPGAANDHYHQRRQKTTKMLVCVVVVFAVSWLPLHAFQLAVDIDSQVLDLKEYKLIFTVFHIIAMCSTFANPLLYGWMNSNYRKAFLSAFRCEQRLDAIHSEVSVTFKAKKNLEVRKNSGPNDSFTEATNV
GALR2 antag: antagonists of human galanin receptor 2 (GALR2); O43603; GALR2-expressing cells, antagonist mode; inhibition, % at 4 µM; hit rate 0.39% among 140,000; AID 828; in the data active = inhibition above about 27%;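 also: cells stimulated with galanin 1-16 at roughly its EC80; 0% = agonist challenge control and 100% = basal control without agonist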
Target sequence (O43603 whole entry, looked up): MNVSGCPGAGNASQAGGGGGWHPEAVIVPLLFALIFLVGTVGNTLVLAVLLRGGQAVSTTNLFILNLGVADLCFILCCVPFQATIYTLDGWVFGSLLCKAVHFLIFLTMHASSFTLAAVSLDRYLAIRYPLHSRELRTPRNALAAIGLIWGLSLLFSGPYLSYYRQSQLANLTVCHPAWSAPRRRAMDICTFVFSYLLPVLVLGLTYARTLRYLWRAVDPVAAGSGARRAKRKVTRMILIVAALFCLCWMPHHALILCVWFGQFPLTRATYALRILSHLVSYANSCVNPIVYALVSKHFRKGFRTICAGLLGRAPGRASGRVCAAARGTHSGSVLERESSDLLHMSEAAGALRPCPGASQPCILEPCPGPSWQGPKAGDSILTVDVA
HCT116 bCat-KO: beta-catenin-lacking colon tumor cell growth suppression; HCT116 beta-catenin knockout viability, CellTiter-Glo, 60 h; stronger effect = lower value; viability, % at 10 µM; hit rate 1.5% among 140,000; AID 818;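 active = viability at or under a set limit, the compound median less 4 SD, cut at about 6% in these data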;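 also: 0% = Hyamine 1622 control at 20 µM and 100% = untreated cell control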
MRP1 act: activators of MRP-1 | H69AR cells + doxorubicin, viability rescue, CellTiter-Glo | hit rate 0.61% among 140,000 | viability increase, % at 10 µM;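 active = viability gain under doxorubicin at or above a set limit, the compound median plus 3 SD, cut at about 4.7% in these data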;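 also: MRP-1 overexpressing cells given doxorubicin 25 µM after compound pretreatment; 18-22 h compound pretreatment then 72 h with doxorubicin before readout; 0% = doxorubicin-only wells and 100% = vehicle-treated cells without doxorubicin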
Starred values were filed as active, the others as inactive; x = no result given; & = joins results of further samples.

SMILES	GALR2 antag	Measles CPE	NPY Y2 blocker	PTEN del growth	Yeast lifespan up	E-sel TNF inh	HCT116 bCat-KO	Yeast growth inh	Phagocyt inh	MRP1 act
CCOC(=O)c1c(NC(=O)c2ccccc2N(C)S(=O)(=O)c2ccccc2)sc2c1CCCC2	-19	6	7	18	-4	-16	18	-39	2	-2.4
CC(C)C(NC(=O)C1CCCCC1)C(=O)Nc1ccc2c(c1)OCCO2 (stereo not given)	0	18	1	71	-4	x	94	-21	1	-5.3
CC1=C(C(=O)OCc2ccccc2)C(c2cccnc2)n2ncnc2N1 (stereo not given)	10	2	-1	94	-6	x	103	-15	0	0.2
Cn1c(=O)c2c(nc(SCC(=O)Nc3ccccc3N3CCCCC3)n2C)n(C)c1=O	1	14	3	78	0	x	89	-4	2	-5.0
COc1ccc(CCNC(=O)C(=O)NCC2OCCN2S(=O)(=O)c2ccc(Br)cc2)cc1 (stereo not given)	7	11	3	58	-2	1	61	-49	-2	-0.8
O=S(=O)(c1ccc(Cl)cc1Br)N1CCCCC1	-14	3	4	72	-9	-6	78	-19	-1	-2.9
Cc1ccc(N2C(=O)C3ON(c4ccccc4)C(c4ccncc4)C3C2=O)cc1 (stereo not given)	-7	7	4	98	-14	x	100	-36	-1	-2.3
CC1CCN(CC(=O)c2c[nH]c3ccccc23)CC1	3	8	2	70	-11	-2	68	-14	1	-4.2
O=C(CN1CCCC1)N1c2ccccc2Sc2ccccc21	17	16	4	98	-10	-16	100	-34	x	-0.6
CCOc1ccc(N=C(C)c2ccccc2O)cc1	-9	16	2	95	-10	-2	84	-24	1	-2.8
O=C(COC(=O)c1ccccc1N1C(=O)C2C3CCC(C3)C2C1=O)c1ccccc1 (stereo not given)	-1	9	0	94	5	x	96	-33	-8	-2.0
CCCc1cc(=O)oc2cc(C)cc(OCc3nn[nH]n3)c12	-5	6	0	94	-12	-6	109	-58	0	-1.6
COc1ccc(CCN2CC34C=CC(O3)C(C(=O)NCc3ccccc3Cl)C4C2=O)cc1OC (stereo not given)	2	1	1	112	-5	-14	101	14	-1	-1.7
CC1CCN(C(=O)C(C)Sc2nc(-c3ccccc3)cc(C(F)(F)F)n2)CC1 (stereo not given)	9	3	17	75	4	5	81	-16	0	-3.5
CCOc1ccc(NC(=O)C(c2ccccn2)N(C(=O)CCl)c2ccc(OC)cc2)cc1 (stereo not given)	18	6	12	103	7	x	96	-19	3	-3.2
Cc1ccc(OCCC(=O)Nc2c(C)n(C)n(-c3ccccc3)c2=O)cc1	2	6	1	110	-7	2	90	-55	x	0.0
O=c1c2ccccc2ncn1Cc1ccco1	1	1	0	90	-6	-2	87	-5	-1	-1.7
CSc1nc(-c2ccccc2)nn1C(=O)c1ccc(C)cc1	-9	10	-1	100	-11	27	103	-6	x	-0.8
CCOC(=O)CCC(=O)NCc1ccc2[nH]c(C)cc2c1	-4	11	0	96	-5	-18	86	-5	x	-2.6
O=S(=O)(Nc1nnc(-c2ccccc2)s1)c1ccc(Cl)cc1	6	11	7	105	-7	27	97	-39	-2	-1.1
CCOc1ccc(-n2c(Cc3cc(=O)[nH]c(=O)[nH]3)nnc2SC(C)C)cc1	-17	38	4	94	-13	-16	96	-30	-4	-2.2
COc1ccc(Cn2c(CCC(=O)Nc3ccccc3)nc3cccnc32)cc1	11	3	2	104	-11	5	93	-13	-1	-0.1
Cc1c(Cc2ccccc2)c(=O)oc2c(C)c(OCc3nn[nH]n3)ccc12	-20	4	1	109	-9	-2	98	5	0	-2.9
O=C(CSc1n[nH]c(-c2ccccc2Br)n1)NC(=O)NCc1ccco1	6	4	3	99	5	-6	96	-41	-4	1.3
CC(CN(C)Cc1ccccc1)OC(=O)C1COc2ccccc2O1 (stereo not given)	2	-1	3	97	-2	x	86	16	0	-1.6
COc1cc(C(=O)Nc2cnc(NC(=O)C(C)C)cc2C)cc(OC)c1OC	4	3	0	92	0	-9	91	-27	x	-1.6
COc1ccc(CCC(=O)Nc2nc3ccccc3[nH]2)cc1	5	6	2	102	-6	-13	90	-32	-1	-0.9
CCCCOc1ccc(C2C(=O)N(C3CCCCC3)CC(=O)N2CC2CCCO2)cc1 (stereo not given)	-9	8	0	90	-2	17	91	-15	x	-0.4
COc1ccc(C(C)NC(=O)Cc2ccc(Br)cc2)cc1 (stereo not given)	0	23	5	84	0	x	89	-11	-3	-1.8
CC(=O)Nc1ccc(NC(=S)Nc2ccccc2)cc1	8	5	3	100	6	-75	102	-4	0	-1.5
O=C1/C(=C\c2cccnc2)Sc2ccccc21	0	10	8	63	8	x	65	-4	-6	-4.5
CC(C)c1ccc(NC(=O)CCNS(=O)(=O)c2cccc3nonc23)cc1	-4	9	1	82	-6	-13	86	-38	x	-1.3
Cc1nnc(SCC(=O)NCc2ccc3c(c2)OCO3)s1	8	22	7	94	-7	-2	88	-43	-1	-2.1
COC(=O)C1CCN(C(=O)COC(=O)CC(NC(C)=O)c2ccccc2)CC1 (stereo not given)	1	6	-1	96	-10	-3	108	13	1	0.1
O=C(COc1ccccc1)Nc1nnc(-c2ccccc2)o1	4	18	3	96	-8	5	85	-10	0	-0.2
Cc1nc2ccc(NC3=NCCCCC3)cc2s1	10	1	3	101	-22	-4	88	2	0	-3.2
CC1(C)Oc2ccc(C(=O)N3CCc4ccccc43)cc2N(CC(=O)N2CCCC2)C1=O	4	4	0	94	-4	-18	91	6	-1	-1.6
CCN(CC)S(=O)(=O)c1cccc(-c2nnc(SC(C)C#N)n2Cc2ccccc2)c1 (stereo not given)	4	6	5	83	-6	-11	87	-16	1	-3.7
CN(CC(=O)O)S(=O)(=O)c1ccc(F)cc1	4	3	5	93	x	-10	95	-26	x	-1.2
Cc1ccc(C2C(=O)N(C3CCC(C)CC3)CC(=O)N2C2CC2)cc1 (stereo not given)	-11	22	3	93	-7	-4	89	-26	-3	-2.3
Cc1c(NC(=S)NC(NC(=O)CC(C)C)C(Cl)(Cl)Cl)c(=O)n(-c2ccccc2)n1C (stereo not given)	7	24	2	104	-4	-2	89	-8	0	0.0
COc1ccc(-c2cn(-c3ccccc3)c3[n+]2CCS3)cc1	-6&-2	9&7	0&2	41&68	4&2	6&38	42&46	8&-29	1	-3.5&-2.3
Cc1ccc(-n2c(C)cc(/C=N/NC(=O)c3ccc(CN4CCOCC4)cc3)c2C)cc1	-15	71*	0	55	-25	-42	67	-61	-2	-2.9
COCc1nc(-c2ccc(-c3ccc(OC)cc3)nc2OC)no1	3	9	0	94	-11	28	89	-20	0	-0.6
N#C/C(=C/c1ccc(-c2ccc(S(N)(=O)=O)cc2)o1)c1nc2ccccc2s1	28*	7	-1	1.8*	-4	x	1.5*	-53	x	-5.5
CCC(C)c1ccccc1NC(=O)Cc1coc2cc3c(cc12)CCC3 (stereo not given)	-16	12	2	64	16	x	72	-47	-12	2.1
C(=N\n1cnnc1)/c1ccc(N2CCOCC2)s1	6	25	1	106	-5	-23	107	3	2	0.3
O=C(CN1C(=O)c2ccccc2C1=O)N1CCN(c2ccccc2)CC1	1	28	2	93	2	7	99	24	7	-0.8
COc1cccc(/C=N/NC(=O)C[n+]2ccccc2)c1OC	4	5	-2	97	9	x	110	-46	-10	-1.8
COc1ccc(-c2nnc(SCc3cccc(C)c3)n2N)cc1	10	7	2	100	-21	-21	99	-34	x	0.4
COc1nc(C)ccc1-c1noc(-c2ccncc2)n1	3	3	-1	102	-22	-4	111	-29	x	1.2
O=C(COC(=O)/C=C/c1ccccc1[N+](=O)[O-])Nc1ccc(OCc2ccccc2)cc1	12	11	-2	97	3	-12	98	-20	x	-3.2
CC1=NN(c2ccc(C)c(C)c2)C(=O)C1C(c1cccc(O)c1)C1C(=O)N(c2ccc(C)c(C)c2)N=C1C (stereo not given)	6	18	1	80	6	-9	84	-37	x	-4.0
O=C(CN1CCc2ccccc2C1)Nc1ccccc1N1CCCCCC1	1	13	1	67	0	-20	64	-38	0	-5.1
Cc1cccc(NC(=S)N(CCN(C)C)Cc2cc3cc(C)cc(C)c3[nH]c2=O)c1	3	10	19*	21	8	11	32	-25	1	-3.5
Cc1ccc(S(=O)(=O)CNC(=S)c2ccc3ccccc3c2)cc1	-5	3	2	100	-24	-12	78	-46	-1	-0.2
CCOc1ccc(-n2c(SCc3ccc([N+](=O)[O-])cc3)nnc2-c2ccccc2)cc1	6	27	149*	90	0	43	84	-26	-11	-1.9
CN(C1CCCCC1)S(=O)(=O)c1ccc2c(c1)c(=O)c(C(=O)NCCN1CCCC1)cn2C	-1	10	0	92	-6	x	78	-38	0	-2.1
CC(C)=NOc1nc(N(C)C)nc(N(C)C)n1	-11	5	3	98	-8	19	82	-40	0	-2.3
